From PubChem
cln2 rad14: NCI yeast anticancer drug screen, S. cerevisiae cln2 rad14 strain. growth inhibition, % at 50 µM. 78,000 compounds, 8.3% hits;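 also: 0% = growth of vehicle-only cultures of the same strain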
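The screen exposed genetically defined yeast (cln2 rad14) to test compounds and scored growth inhibition relative to vehicle-treated controls.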
yeast mlh1 rad18: NCI yeast anticancer drug screen, S. cerevisiae mlh1 rad18 strain; AID 175; 79,000 compounds, 11% hits; % growth inhibition at 50 µM;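 also: 0% = growth of vehicle-only cultures of the same strain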
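In this whole-cell yeast screen, a strain with altered DNA damage repair is challenged with compound, and its growth is measured against matched vehicle-treated controls.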
bub3: NCI yeast anticancer drug screen, S. cerevisiae bub3 mutant strain | % growth inhibition at 50 µM | AID 167 | 78,000 compounds, 9.9% hits;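 also: 0% = growth of vehicle-only cultures of the same strain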
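Screening used yeast with an engineered genetic alteration affecting cell cycle control. Compound-exposed cultures were compared with vehicle cultures, and reduced growth was taken as inhibition.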
sgs1 mgt1: NCI yeast anticancer drug screen, S. cerevisiae sgs1 mgt1 strain. 78,000 compounds, 10% hits. growth inhibition, % at 50 µM. AID 161;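 also: 0% = growth of vehicle-only cultures of the same strain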
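Yeast cells carrying a defined DNA-repair defect were exposed to test compounds. Growth inhibition was measured relative to vehicle-treated controls.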
mec2-1: NCI yeast anticancer drug screen, S. cerevisiae mec2-1 strain. growth inhibition, % at 50 µM. 79,000 compounds, 9% hits. AID 157;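 also: 0% = growth of vehicle-only cultures of the same strain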
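Mutant yeast (mec2-1) grown with compound; growth inhibition relative to vehicle control reported.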
yeast rad50: NCI yeast anticancer drug screen, S. cerevisiae rad50 strain. AID 155. 79,000 compounds, 10% hits. % growth inhibition at 50 µM;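 also: 0% = growth of vehicle-only cultures of the same strain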
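Readout: growth inhibition relative to vehicle-treated cultures. Compound exposure was carried out in a genetically defined yeast strain deficient in DNA damage repair.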
* marks the source's active call; other numbers are inactive results; / = no result given; & = joins results of further samples. Rule as the data show it: active = growth inhibition above about 70%; inactive = the rest. Compounds were not picked by outcome; 14% or so of the library scored in one or more.

molecule	cln2 rad14	yeast mlh1 rad18	bub3	sgs1 mgt1	mec2-1	yeast rad50
Nc1c(Cl)cccc1C(=O)c1ccccc1C(=O)O	-14.8	-3.1	1.0	5.4	4.8	-9.8
CC1CCC2C(C)C3C(CC4C5CC=C6CC(O)CCC6(C)C5CCC43C=O)N2C1 (centres undefined)	16.6	19.4	3.9	24.9	19.9	30.3
COC(=O)Cc1oc(=O)n(-c2ccccc2)c(=O)c1C(=O)OC	-10.5	-3.6	10.1	2.0	-3.0	6.8
N=c1nc2n(cc1F)C1OC(CO)C(O)C1O2 (centres undefined)	-37.3	-8.0	-0.1	15.3	7.7	-18.1
COC(C)(C)C/C=C/C(C)=C/C=C/C(C)=C\C=C\C(C)=C\C=C\C=C(C)\C=C\C=C(C)\C=C\C=C(C)\C=C\CC(C)(C)OC	2.2	-12.1	-12.2	-26.9	-1.6	-10.8
O=C(C(=O)c1cccc2ccccc12)c1cccc2ccccc12	-27.0	-16.3	-3.3	-2.7	-7.7	6.8
Cn1ccc2c3c4ccccc4ccc3c3c(ccn3C)c21	-14.1	12.1	2.5	-24.3	14.1	7.6
Cc1cc([N+](=O)[O-])cc(Cl)c1O	85.2*	80.0*	82.3*	88.0*	88.3*	79.1*
Cc1cc(C)c(N(C)C(=O)CCC(=O)O)c(Br)c1	0.1	-6.5	9.0	-13.2	-3.0	3.1
O=C1C=C(NCCCC2CCCN3CCCCC23)C(=O)c2ccccc21 (centres undefined)	-25.2	24.6	12.6	25.9	16.5	12.3
COc1cccc(/C=C\C(=O)c2ccccc(=O)c2O)c1OC	-5.4	40.9	40.5	36.8	23.4	34.5
Cc1cccc[n+]1CC(=O)c1ccc(-c2ccc(C(=O)C[n+]3ccccc3C)cc2)cc1	-67.8	36.1	1.4	48.1	-2.2	40.0
CC1=C(C(=O)N(C(C)C)C(C)C)CC(C(=O)N(C(C)C)C(C)C)=C(C)N1	2.7	-11.8	-4.5	-12.1	-8.4	-23.5
O=C(O)C1CCN(Cc2oc(CO)cc(=O)c2O)C1 (centres undefined)	-1.4	-2.8	-24.4	-19.2	-19.7	-31.6
FC(F)(F)c1ccc(-c2ccc(OCCN3CCCC3)cc2)cc1	99.1*	99.3*	99.4*	99.4*	99.5*	98.6*
COc1cc(C(=O)CC(=O)CCC(=O)Nc2ccc(Cl)cc2)ccc1O	-31.6	-17.8	8.4	-16.1	-12.9	-12.9
COC(C(O)CO)C(O)C(O)C(=O)NNc1ccccc1 (centres undefined)	89.0*	94.5*	96.1*	94.7*	54.4	96.1*
Cc1cc2c(=O)cc(-c3ccc(O)cc3)oc2c(C(=O)O)c1C	24.8	4.4	0.6	14.3	-4.5	2.7
C[n+]1c(/C=N/NC(N)=S)ccc2ccccc21	23.6	-3.6	5.8	43.1	32.5	36.9
Cc1ccc2[nH]c3cc4ccncc4cc3c2c1	96.7*	49.9	97.2*	3.7	98.6*	48.5
CCCCCC1OC1C/C=C\CCCCCCCC(=O)OCC(O)COC(=O)CCCCCCC/C=C\CC1OC1CCCCC (centres undefined)	-12.7	-26.1	-3.1	-22.1	-24.4	1.5
O=C(Nc1ccc(-c2ccc(NC(=O)c3ccccc3)cc2)cc1)c1ccccc1	-12.8	-16.9	-12.3	-9.8	1.0	1.8
C=CC12c3c4cc(OC)cc3OC1C(OC(=O)c1ccc(-c3ccccc3)cc1)CCC2CC4 (centres undefined)	5.8	4.5	-9.2	31.4	-17.8	26.4
CC(=O)OCC1OC(N2C(S)=C(C#N)C(c3ccco3)C(C(C)=O)=C2c2ccccc2)C(OC(C)=O)C(OC(C)=O)C1OC(C)=O (centres undefined)	-7.4	-6.2	-19.4	-0.2	15.4	21.4
N#C/C(=C\c1ccc2ccccc2c1)C(=O)c1ccccc1	17.8	-47.7	-17.7	-15.3	-14.3	13.7
C=C(C)[P+](C)(c1ccccc1)c1ccccc1	4.4	29.3	-9.3	28.9	0.9	72.7*
OC(Cc1ccc2ccccc2c1)CN1CCC(c2ccccc2)CC1 (centres undefined)	90.1*	90.5*	91.6*	91.2*	83.5*	89.3*
CCOC(=O)CNC(=O)C(Cc1ccccc1)NC(=O)C(N)CC(=O)O (centres undefined)	-19.9	-25.0	-13.4	-12.1	-42.4	-18.6
O=C(c1ccccc1)c1cccc2ccccc12	-14.3	88.2*	49.7	52.2	43.0	56.2
CCN(CC)CCCNc1ncnc2onc(-c3ccccc3)c12	12.3	-5.5	-0.5	14.3	13.1	19.1
Clc1ccc2cn[nH]c2c1	3.3	-9.3	-18.9	-23.2	-28.1	-50.4
C/C(=N\NC(=S)N1CCCC1)c1cnccn1	97.7*	99.1*	99.0*	99.3*	99.0*	98.8*
COc1ccc(-c2cc(-c3ccccc3)n[nH]2)cc1	-13.9	33.4	47.9	43.8	27.7	24.0
NC(Cc1ccccc1)C(=O)NCC(=O)NCC(=O)O (centres undefined)	/	4.5	/	/	-1.4	13.0
Cc1c([N+](=O)[O-])cc(C(C)(C)C)c(OC(=O)Nc2ccc(Cl)cc2)c1[N+](=O)[O-]	52.2	69.0	27.6	65.7	63.7	41.4
COc1nc(N)c(NC(C)=O)c(=O)n1C	-4.3	9.0	-22.6	-21.4	-19.2	3.9
Nc1cc(S(=O)(=O)O)cc2cc(S(=O)(=O)O)c(N=Nc3ccccc3)c(O)c12	96.5*	98.7*	99.0*	99.3*	99.2*	99.3*
Nc1ccccc1/C=C\c1ccccc1	7.5	4.0	0.6	18.6	2.5	10.4
CC(O)C1CCCC[N+]1(C)C (centres undefined)	-7.6	-18.6	9.4	51.5	-6.9	0.1
Cl[Si](Cl)(Cl)CCc1ccccn1	11.5	4.6	-0.9	0.8	-20.4	-12.7

Molecules shown so far that contain a nitro group on carbon, in the order listed:
molecule	cln2 rad14	yeast mlh1 rad18	bub3	sgs1 mgt1	mec2-1	yeast rad50
Cc1cc([N+](=O)[O-])cc(Cl)c1O	85.2*	80.0*	82.3*	88.0*	88.3*	79.1*
Cc1c([N+](=O)[O-])cc(C(C)(C)C)c(OC(=O)Nc2ccc(Cl)cc2)c1[N+](=O)[O-]	52.2	69.0	27.6	65.7	63.7	41.4

Record cards, from the list above. Order of screens: cln2 rad14	yeast mlh1 rad18	bub3	sgs1 mgt1	mec2-1	yeast rad50
Results for `CC(O)C1CCCC[N+]1(C)C` (centres undefined) : -7.6	-18.6	9.4	51.5	-6.9	0.1
Results for `Cc1c([N+](=O)[O-])cc(C(C)(C)C)c(OC(=O)Nc2ccc(Cl)cc2)c1[N+](=O)[O-]` : 52.2	69.0	27.6	65.7	63.7	41.4
Results for `Cl[Si](Cl)(Cl)CCc1ccccn1` : 11.5	4.6	-0.9	0.8	-20.4	-12.7
Results for `Nc1ccccc1/C=C\c1ccccc1` : 7.5	4.0	0.6	18.6	2.5	10.4

Next section
molecule	cln2 rad14	yeast mlh1 rad18	bub3	sgs1 mgt1	mec2-1	yeast rad50
CCOC(=O)/C(C#N)=C(\O)CCCC(=O)O	-14.1	-0.8	-3.9	-5.7	-9.2	-6.8
Cc1c2c(cc3c(=O)ccn(CCN(C)C)c13)c(=O)ccn2CCN(C)C	14.3	-16.4	-20.4	-11.8	-22.8	-71.1
NC(=O)N1CCCC2CCCC(O)C21 (centres undefined)	-44.0	-7.1	-11.6	-14.8	-3.8	0.1
Cc1ccc(S(=O)(=O)/C=C/C(=O)c2ccc3ccccc3c2)cc1	96.5*	97.1*	94.5*	95.9*	98.4*	97.2*
COC(=O)/C(C#N)=N/O	8.4	-21.6	-7.7	-22.8	-39.1	16.6
CCc1ccc(NC(=O)Nc2ccc(Cl)c(Cl)c2)cc1	-14.2	42.2	35.0	17.1	36.1	0.7
Cc1nc(CCl)c(-c2ccc([N+](=O)[O-])cc2)o1	-24.1	12.8	32.8	16.1	6.8	-20.1
O=C(S)C(=O)Cc1cn[nH]n1	6.2	-26.8	-7.2	-4.5	-1.9	-4.0
O=C(/C=C/c1ccccc1)c1cc2c(cc1O)OCO2	13.8	31.5	18.8	22.9	-3.2	29.6
O=C(Nc1ccc([N+](=O)[O-])cc1)N(c1ccccc1)c1cc(N2CCOCC2)ccn1	13.8	34.9	5.8	9.1	16.6	40.7
CC(=O)Nc1ccc(/C=N/NC(N)=S)c(C)c1	12.5	12.2	-4.0	5.2	-14.3	14.6
COc1cc(OC)cc(Oc2nc3ccc(C(F)(F)F)cc3nc2-c2ccccc2)c1	-28.3	-14.3	-27.4	-7.8	-44.8	-33.1
CC(=O)OC1=CC2=CCC3C(CCC4(C)C(C(C)=O)CCC34)C2(C)CC1 (centres undefined)	39.8	11.3	-1.1	7.3	10.9	-5.7
COc1cc2c3c([nH]c2c(OC)c1OC)CCN(Cc1ccccc1)C3	6.1	10.8	-0.7	-10.2	-15.1	-27.7
CC(C)CCCC(C)C1CCC2C3CC=C4CC(OC(=O)Nc5ccc(S(=O)(=O)N6CCCCC6)cc5)CCC4(C)C3CCC12C (centres undefined)	-5.8	6.5	-3.8	1.6	2.5	2.3
C=C1OC(C2CCCCC2)=C(C(=O)OCC)C1C (centres undefined)	-21.1	-9.4	1.9	-39.0	-17.2	-9.6
CC(N)(CO)C(=O)O (centres undefined)	-36.8&11.1	-17.7&-20.1	-38.5&-26.8	-11.1&4.2	-3.4&-3.0	-24.6&6.5
Cc1ccc(S(=O)(=O)N/N=C(/CC(=O)c2c(C)n([O-])c3ccccc3[n+]2=O)C(=O)Nc2ccc(C)c(C)c2)cc1	20.2	6.5	9.1	-12.2	2.5	1.6
COc1c2occc2c(N)c2ccc(=O)oc12	-14.5	-9.9	-1.6	-8.2	-4.4	-6.0
O=C(O)C1OC(n2cc(F)c(=O)[nH]c2=O)CC1O (centres undefined)	-14.0	-38.0	-80.8	-22.1	15.8	-21.1
N#Cc1c(N)[nH]c2ccc(Sc3ccccc3)cc12	-0.8	70.5*	52.4	52.9	62.8	46.1
O=C1CC(=O)N(CCc2ccccc2)S(=O)(=O)N1CCc1ccccc1	30.4	-32.8	-15.2	-14.2	-21.4	-8.9
COCCCNC(=O)C1C(=O)N(CCCOC)C(=O)/C1=N\N (centres undefined)	-9.3	17.1	-2.2	12.1	21.1	5.2
O=C(/C(=C\c1ccc(Cl)c(Cl)c1)c1ccccc1)c1ccc(O)cc1	92.2*	93.2*	91.8*	94.1*	93.9*	94.0*
[Cl][Pt+2][Cl].[NH-]CC(C[NH-])(Cc1ccccc1)Cc1ccccc1	15.1	-38.6	-18.2	-2.2	-13.9	-0.6
CN(C)CCNC(=O)c1cccc2ccc(-c3ccc(O)cc3)nc12	12.8	-3.7	-18.4	-19.7	8.4	0.8
CC(=O)OCc1cccc2ccccc12	-19.6	-15.8	-7.3	-8.8	13.7	-5.2
CC(C)CC1NC(=O)C(C(C)C)NC(=O)CC(C)COC(=O)C(CC(C)C)N(C)C(=O)C(C(C)C)NC(=O)C(C(C)C)OC1=O (centres undefined)	8.0	14.3	8.1	7.5	-3.7	-8.2
CC(C)N(CCO)CCO	-1.7	1.2	21.6	-6.1	-0.7	4.6
CS(=O)(=O)CC(O)(c1ccccc1)c1ccccc1	-13.3	28.1	1.6	9.5	-2.4	-21.4
CC(C)(C)CC(C)(C)c1ccc(O)c(CN2CCCCC2)c1	-6.7	8.7	16.6	26.1	8.6	10.2
Cn1c(=O)c2[nH]c(SCc3ccncc3)nc2n(C)c1=O	-0.9	-4.3	15.6	15.7	6.8	-4.4
O=C(O)c1[nH]c(=O)[nH]c(=O)c1CN1CCCCC1	-29.9	-0.8	-23.4	-15.1	-21.6	-39.8
O=c1[nH]cc(F)c(=O)[nH]1	66.7	89.2*	44.6	49.6	53.7	93.2*
CCOC(=O)/C(C#N)=C\N(C)C	5.7	13.5	9.7	5.7	-12.7	8.8
CC(=O)CN(C)C	1.1	10.7	3.0	8.1	3.5	20.8
COc1nc(OC)c2cnn(-c3ccc(Cl)cc3)c2n1	-3.0	-7.3	3.7	-6.5	-4.6	-10.5
C=CCC(NC(=O)OC(C)(C)C)C(=O)NC(CCC(=O)OCc1ccc([N+](=O)[O-])cc1)C(N)=O (centres undefined)	9.2	-9.2	-2.4	-20.1	-36.7	-7.8
Cc1nn(C(=S)S)c(C)c1N=Nc1ccc(Br)cc1	99.4*	99.2*	82.2*	99.2*	99.6*	99.4*
Fc1ccc(N=C2c3ccccc3-c3ccccc32)cc1	5.3	1.1	1.6	-0.2	-1.9	6.3
CCCCSCCO	-12.4	0.7	-4.4	-4.0	-0.2	-0.7
